# Screening data as filed in PubChem BioAssay.
# GLP1R ag – qHTS of GLP-1 Receptor Agonists | HEK293 GLP-1R CRE-luciferase, luminescence, 4-6 h; cells express a hypersensitive GLP-1R form | Potency, µM (top dose mostly 45.6 µM), without a hit: at the top dose activation, most hits filed as activators | 0.007% of 380,000 active | AID 624172, 2012; note: % of control where 0% means no effect
# Target sequence (P43220 whole entry, looked up): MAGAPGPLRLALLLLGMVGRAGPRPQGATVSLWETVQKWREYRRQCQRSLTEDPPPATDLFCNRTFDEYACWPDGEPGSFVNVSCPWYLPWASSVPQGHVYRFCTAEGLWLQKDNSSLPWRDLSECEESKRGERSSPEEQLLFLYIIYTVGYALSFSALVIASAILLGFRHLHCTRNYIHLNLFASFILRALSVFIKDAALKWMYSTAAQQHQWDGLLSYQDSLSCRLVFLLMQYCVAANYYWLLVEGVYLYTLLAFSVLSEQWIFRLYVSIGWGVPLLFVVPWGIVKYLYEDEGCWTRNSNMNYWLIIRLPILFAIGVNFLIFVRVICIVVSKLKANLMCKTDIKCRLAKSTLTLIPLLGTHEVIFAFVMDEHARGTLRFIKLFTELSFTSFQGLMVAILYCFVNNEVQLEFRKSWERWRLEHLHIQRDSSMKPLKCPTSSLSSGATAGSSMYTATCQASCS
# SW480 rerep – A quantitative high throughput screen for small molecules that induce DNA re-replication in SW480 colon adenocarcinoma cells | Potency, µM (doses to about 46.1 µM), for inactives: top-dose re-replication activation, actives largely listed as activators | AID 624297, 2012 | 1.8% of 340,000 active | SW480 DNA re-replication, Hoechst DNA content imaging, 48 h; note: % of control where 0% means no effect; nearly all actives have a fitted effect of over 55% in size
#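 Hoechst fluorescence of nuclei (405 nm excitation, 500-530 nm emission) measured by plate-scanning imager after 48 hr compound exposure at 37 C; re-replication scored as increased number of nuclei with elevated intensity.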
# GLP1R cytotox – qHTS of GLP-1 Receptor Inverse Agonists: Cytotox Screen | HEK293 cAMP-luciferase reporter cells, luminescence, 24 h | Potency, µM (highest dose often 38.3 µM), for inactives: at the top dose activity change, negative = inhibition, most hits filed as inhibitors | 0.13% of 410,000 active | AID 624418, 2012;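 note: loss of luciferase light is scored as toxicity; % is set by controls: 0 for no effect and ±100 for the full control effect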
#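 1536-well qHTS counterscreen of the MLSMR; 200 cells/uL, 12 h pre-incubation, 23 nL cpd, 24 h at 37 deg C 5% CO2, luciferase detection reagent, 12 min RT, luminescence. Inhibition = undesired.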
# GLP1R inv ag – qHTS of GLP-1 Receptor Inverse Agonists (Inhibition Mode) | 1.6% of 410,000 active | Potency, µM (series often up to 38.3 µM), without a hit: at the top dose activity change, negative = inhibition, actives largely listed as inhibitors | Glucagon-like peptide 1 receptor (Homo sapiens), P43220 | HEK293 GLP-1R CRE-luciferase, luminescence, 24 h; GLP-1R form is constitutively active; note: % is set by controls: 0 for no effect and ±100 for the full control effect; nearly all actives have a fitted effect of over 55% in size
#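 Luminescence readout: a drop in cAMP-driven luciferase signal flags inverse agonism at a constitutively active GLP-1R stably expressed in HEK293. Compound exposure lasted 24 hr at 37 deg C, 5% CO2.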
# KB-V1 cytotox – qHTS assay for MDR1-selective chemotherapeutics: Primary screen using the drug-selected MDR subline cells KB-V1; AID 1347076, 2019; KB-V1 MDR cells viability, CellTiter-Glo, 72 h; 3.4% of 400,000 active; Potency, µM (series often up to 46.1 µM), inactives show at the highest dose activity change, negative = cytotoxicity, most hits filed as cytotoxic; note: % is set by controls: 0 for no effect and ±100 for the full control effect; nearly all actives have a fitted effect of over 60% in size
#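 Following 72 h at 37 degrees C with compound, KB-V1 cell viability was read by CellTiter-Glo luminescence, medium being phenol-red-free DMEM plus 10% FBS; concentration-response parameters came from normalized, curve-fitted qHTS data.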
# KB-3-1 tox – qHTS assay for MDR1-selective chemotherapeutics: Primary screen using the parental adenocarcinoma cell KB-3-1; KB-3-1 viability, CellTiter-Glo ATP luminescence, 72 h; 1.4% of 400,000 active; Potency, µM (titrated, usually from 46.1 µM), for the others: at the highest dose activity change, negative = cytotoxic, usual class: cytotoxic; AID 1347075, 2019; note: % is set by controls: 0 for no effect and ±100 for the full control effect; nearly all actives have a fitted effect of over 60% in size
#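 Cells are dispensed, compounds pinned in, plates held at 37 °C for 72 h, then CellTiter-Glo is added and luminescence read after 10 minutes. Cell line: parental KB-3-1 in phenol-red-free DMEM, 10% FBS.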
# HT1080 IDH1KD tx – qHTS for induction of synthetic lethality in tumor cells producing 2HG: qHTS for the HT-1080-IDH1KD cell line; HT-1080 IDH1 knockdown viability, ATP luminescence, 48 h; Potency, µM (top dose mostly 46.1 µM), for the others: at the highest dose activity, negative = toxicity, usual class: cytotoxic; 2% of 360,000 active; AID 686971, 2013;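 note: 0% = DMSO wells and -100% = cell-free medium wells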
#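 HT-1080-IDH1KD cells (IDH1 knocked down), 750/well in RPMI with 5% FBS, treated with compound 48 h at 37 degrees C. Viability by CellTiter-Glo luminescence, normalised to DMSO and no-cell wells; concentration-response curves classed.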
# TDP-43 yeast inh – qHTS of TDP-43 Inhibitors | TDP-43 expressing yeast growth rescue, BacTiter-Glo, 24 h | Potency, µM (titrated, usually from 46.1 µM), for the others: at the top dose growth rescue (activation), hits mostly activators | 1.8% of 410,000 active; note: % of control where 0% means no effect; nearly all actives have a fitted effect of over 50% in size
#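 Growth rescue of TDP-43-toxic yeast measured as ATP luminescence (BacTiter-Glo). Cells grown to mid-log in raffinose, induced in galactose at OD600=0.02, exposed to compound 24 hr at 30 deg C.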
# HT1080NT lethal – qHTS for induction of synthetic lethality in tumor cells producing 2HG: qHTS for the HT-1080-NT fibrosarcoma cell line; HT-1080-NT fibrosarcoma viability, CellTiter-Glo ATP luminescence, 48 h; Potency, µM (top dose mostly 46.1 µM), for inactives: top-dose activity, negative = less viability, most hits filed as cytotoxic; 1.6% of 360,000 active;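 note: NT is the 2HG producing partner of a matched IDH1 knockdown line; 0% = DMSO-treated cells and -100% = media-only wells without cells; nearly all actives have a fitted effect of over 55% in size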
#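 Viability of the 2HG-overproducing fibrosarcoma line after 48 hours of compound exposure at 37 degrees C was determined by luminescence with CellTiter-Glo, and concentration-effect curves were then fitted and categorized.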
# Active calls of the source: *; ? = inconclusive; . = no result given; [ ] = dose if it differs, or a comment. Calls come from the whole dose curve; as a rule, active = well fitted curve in the direction sought with a large enough effect; inconclusive = small, poorly fitted or top-dose-only effect, or another doubt; inactive = no such curve, though single readings can be large; an effect the other way counts as inactive or inconclusive. Potency is the fitted concentration of half-maximal effect.
SMILES,GLP1R ag,SW480 rerep,GLP1R cytotox,GLP1R inv ag,KB-V1 cytotox,KB-3-1 tox,HT1080 IDH1KD tx,TDP-43 yeast inh,HT1080NT lethal
CCOC(=O)CNC(=O)Cn1cnc2c(nnn2-c2ccccc2)c1=O,-5%,3%,-13%,6%,2%,0%,-4%,15%,-1%
O=C(Nc1ccc(Nc2ccccc2)cc1)c1ccco1,12%,6%,-3%,?,-14%,3%,?,?,-3%
COc1ccccc1C(=O)NC(=O)COC(=O)c1ccco1,-1%,-64%[inhibitor],0%,43%[activator],11%,0%,11%,9%,20%
CCOc1ncccc1C(=O)Nc1ccccc1C(=O)NCc1ccc2c(c1)OCO2,6%,13%,1%,14%,5.2µM*,1%,-15%,-2%,-5%
CCCCN(C(=O)c1ccc(OC(F)(F)F)cc1)c1c(N)n(CCC)c(=O)[nH]c1=O,-6%,-41%[inhibitor],3%,17%,?,1%,13%,0%,0%
Cc1ccc(C)c2sc(N3CCN(C(=O)c4ccco4)CC3)nc12,.,.,-2%,-5%,-14%,7%,.,11µM*,.
Cc1c(Br)c([N+](=O)[O-])nn1CC(=O)N(C)Cc1ccccc1,10%,?,-21%,-1%,-19%,2%,1%,10%,0%
Cn1c(=O)n(C)c2cc([N+](=O)[O-])c(N3CCN(CCO)CC3)cc21,5%,3%,-7%,49%[activator],0%,13%,-14%,-8%[0.397 µM],0%
CCn1c(=O)c(C(=O)NCc2ccccc2)c(O)c2ccccc21,-9%,-12%,13%,-9%,-4%,4%,-20%,-17%,-5%
Cc1cccc(CSc2[nH]c(=O)ncc2C)c1,-2%,-7%,0%,-10%,23%,0%,-1%,10%,-1%
COc1cccc(CNC(=O)c2cc3c(cc2Cl)N2CCCCCC2=NS3(=O)=O)c1,-1%,3%,12%,3%,-2%,4%,2%,13%,5%
CN1[C@@H](Cc2ccccc2)COc2cc(N3CCSCC3)ccc2S1(=O)=O,-2%,.,3%,?,-27%,?,-14%,25%,3%
Cc1ccc(N2CCN(CC(O)COc3cccc4ccccc34)CC2)cc1 (centres undefined),-6%,19%,?,11µM*,-10%,-5%,-6%,-8%,2%
CCCCn1c(N)c(N(C)C(=O)c2ccccc2Oc2ccccc2)c(=O)[nH]c1=O,-2%,?,1%,-3%,-18%,-19%,1%,-27%,0%[9.24 µM]
CCCCOC(=O)N1CCOCCOCCOCCOCC1,23%,-4%,1%,24%,23%,0%,10%,-16%[1.82 µM],13%

# Pulled by structure from the list above (three):
SMILES,GLP1R ag,SW480 rerep,GLP1R cytotox,GLP1R inv ag,KB-V1 cytotox,KB-3-1 tox,HT1080 IDH1KD tx,TDP-43 yeast inh,HT1080NT lethal
Cn1c(=O)n(C)c2cc([N+](=O)[O-])c(N3CCN(CCO)CC3)cc21,5%,3%,-7%,49%[activator],0%,13%,-14%,-8%[0.397 µM],0%
COc1cccc(CNC(=O)c2cc3c(cc2Cl)N2CCCCCC2=NS3(=O)=O)c1,-1%,3%,12%,3%,-2%,4%,2%,13%,5%
Cc1c(Br)c([N+](=O)[O-])nn1CC(=O)N(C)Cc1ccccc1,10%,?,-21%,-1%,-19%,2%,1%,10%,0%

# The list continues.
SMILES,GLP1R ag,SW480 rerep,GLP1R cytotox,GLP1R inv ag,KB-V1 cytotox,KB-3-1 tox,HT1080 IDH1KD tx,TDP-43 yeast inh,HT1080NT lethal
O=C1C2C3C=CC(C3)C2C(=O)N1/N=C/c1cn(Cc2ccccc2)c2ccccc12 (centres undefined),2%,13%,-10%,?,-22%,?,-14%,4%,-18%
CC(=O)N1CCN=C1SCc1ccccc1,-2%,-13%,5%,24%,-15%,7%,10%,-23%,0%
CCCCNC(=O)CCSc1nc(-c2ccc3c(c2)OCO3)cc(C(F)(F)F)n1,-1%,.,5%,2%,?,5%,.,8%,.
Cc1cccc(NNC(=O)c2c(F)cccc2Cl)c1,7%,-4%,-21%,?,1%,2%,-8%,7%,2%
CCC(=O)NCc1nc2ccccc2n1Cc1ccccc1,.,.,-11%,-7%,-4%,13%,.,0%,.
COC(=O)CCc1c(C)c(C(=O)c2ccc(F)cc2)c2ccccn12,10%,-11%,0%[7.66 µM],1%[7.66 µM],10%,1%,-5%,-5%[9.22 µM],-3%
CCCCNC(=O)NC1(C(F)(F)F)Oc2ccccc2O1,-23%,-2%,-13%,4%,-7%,?,-2%,2%,-12%
Cc1cnc(NC(=O)C2COc3ccccc3O2)s1 (centres undefined),-24%,4%[9.22 µM],-16%,?,-23%,-1%,-3%,3%,-6%
Cc1csc(Nc2ccccc2)[n+]1C,7%,-21%,1%,-4%,-1%,?,23%,-18%,8%
CCN(CC)C(=O)c1cccc(NC(=O)CC23CC4CC(CC(C4)C2)C3)c1,16%,4%,6%,?,?,1%,-19%,?,-30%
COc1ccc2c(c1)cc(C(=O)N[C@@H](CCSC)C(=O)N1CCC(C(=O)O)CC1)n2C,6%,-4%,-1%,1%,0%,12%,13%,-7%,14%
O=C(NCCN1C(=O)S/C(=C\c2cccnc2)C1=O)c1ccc([N+](=O)[O-])s1,-5%,-1%,1%,-4%,-6%,4%,5%,-22%,1%
Cc1ccc(S(=O)(=O)Nc2cccc(C(=O)N3CCOCC3)c2)c(C)c1NS(C)(=O)=O,3%,-6%,-6%,4%,14%,8%,22%,7%,21%
N#CC1=C(SCc2ccccc2)NC(=O)CC1c1ccc(O)cc1 (centres undefined),3%,-2%,9%,0%,-3%,-6%,8%,-8%,4%
N#Cc1nc(-c2ccc(COc3ccccc3)o2)oc1N1CCCCC1,.,.,4%,1%,-13%,3%,.,13%,.

# As entered above:
# Result of CCn1c(=O)c(C(=O)NCc2ccccc2)c(O)c2ccccc21 in GLP1R ag: -9%
# Result of COc1ccc2c(c1)cc(C(=O)N[C@@H](CCSC)C(=O)N1CCC(C(=O)O)CC1)n2C in HT1080 IDH1KD tx: 13%
# Result of N#CC1=C(SCc2ccccc2)NC(=O)CC1c1ccc(O)cc1 (centres undefined) in HT1080 IDH1KD tx: 8%
# Result of CCCCNC(=O)CCSc1nc(-c2ccc3c(c2)OCO3)cc(C(F)(F)F)n1 in GLP1R cytotox: 5%
# Result of CC(=O)N1CCN=C1SCc1ccccc1 in SW480 rerep: -13%
# Result of Cn1c(=O)n(C)c2cc([N+](=O)[O-])c(N3CCN(CCO)CC3)cc21 in HT1080NT lethal: 0%

# Other entries
SMILES,GLP1R ag,SW480 rerep,GLP1R cytotox,GLP1R inv ag,KB-V1 cytotox,KB-3-1 tox,HT1080 IDH1KD tx,TDP-43 yeast inh,HT1080NT lethal
CC(C)CC1Nc2ncnc(N3CCOCC3)c2N(Cc2ccc(Br)cc2)C1=O (centres undefined),15%,4%,5%,-21%,-1%,26%,0%,4%,9%
COc1cccc(CC(NC(C)=O)C(=O)NC2CCN(C(=O)NCc3ccccc3)CC2)c1 (centres undefined),0%,-3%,3%,3%,-5%,-5%,-3%,9%,2%
COc1ccc(Nc2nc(-c3ccc(OC)cc3)c(CCC(=O)O)s2)cc1,9%,3%,-1%,14%,4%,8%,-2%,-9%,0%
COc1ccc(N2CCOCC2)c(NC(=O)c2ccc(Br)o2)c1,10%,5%,9%,-29%,?,-4%,7%,20%,9%
Cc1ccccc1NC(=O)Cc1nc(-c2ccc3ccccc3c2)cs1,0%,3%,4%,8%,-34%,-6%,-3%,5%,0%
O=C1c2cccc([N+](=O)[O-])c2C(=O)N1c1ccccc1,-2%,-4%,11%,2%,-11%,10%,9%,-1%,20%
CC1CC(C)CN(CCCNS(=O)(=O)c2ccc3c(c2)CCN3C(=O)C2CC2)C1 (centres undefined),9%,-20%,11%,?,21%,8%,5%,9%,-4%
CCOc1ccc(NC(=O)CN(C)C(=O)CN2C(=O)c3ccc([N+](=O)[O-])cc3C2=O)cc1OCC,-3%,-6%,5%,11%,-4%,-2%,2%,11%,4%
O=C(Nc1cc(Br)ccc1O)c1cc(-c2ccco2)on1,-1%,-2%,4%,-8%,?,-18%,-19%,-4%,-15%
COc1ccc(-c2nc(C#N)c(NCCc3ccccc3)o2)cc1OC,-23%,-1%,-9%,73%[activator],-11%,1%,-1%,-14%,-3%
Cc1c2cnn(CC(=O)NCCc3ccccc3)c(=O)c2c(C)n1Cc1ccccc1,.,.,-8%,-7%,-8%,-6%,.,5%,.
COc1cccc2c1Oc1ncccc1N(C(=O)CCC(=O)NCc1ccc(N(C)C)cc1)C2,.,.,-1%,-11%,20%,-7%,.,7%,.
Cc1ccc(C=Nc2cc([N+](=O)[O-])ccc2C)s1,4%,-1%,17%,19%,-16%,-6%,1%,1%,-4%
COc1ccccc1C(=O)Nc1ccnn1C1CCN(C(=O)C(C)(C)C)CC1,-6%,0%,1%,17%,0%,-2%,6%,3%,-6%
